HePTP inhibitor = blocks human HePTP tyrosine phosphatase | P35236 | recombinant HePTP phosphatase activity, OD absorbance | inhibition, % at 20 µM | actives 0.64% (n = 110,000) | AID 521; in the data active = inhibition above about 50%;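 note: plate controls were vehicle for no effect and reference inhibitor for full effect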
Target sequence (P35236 whole entry, looked up): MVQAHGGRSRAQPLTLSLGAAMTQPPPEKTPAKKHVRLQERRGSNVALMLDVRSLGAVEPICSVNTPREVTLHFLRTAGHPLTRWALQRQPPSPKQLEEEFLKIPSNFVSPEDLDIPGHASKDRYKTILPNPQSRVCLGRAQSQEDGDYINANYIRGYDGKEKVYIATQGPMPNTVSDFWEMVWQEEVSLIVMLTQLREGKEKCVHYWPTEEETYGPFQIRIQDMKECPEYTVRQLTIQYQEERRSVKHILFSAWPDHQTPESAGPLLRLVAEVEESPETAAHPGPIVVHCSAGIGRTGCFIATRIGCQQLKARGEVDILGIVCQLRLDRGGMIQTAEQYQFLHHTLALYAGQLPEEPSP
BAP1 inh = human BAP1 deubiquitinase inhibition; Q92560; recombinant BAP1, Ub-AMC hydrolysis fluorescence kinetic; hits give low values; activity remaining (% of control), % at 20 µM; actives 0.48% (n = 72,000); AID 436;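 active = activity remaining at or below 50% of control, provided the compound also passes the data quality filters; inactive = the rest, including low values that fail the filters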;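 note: 100% = DMSO wells rate and 0% = substrate alone blank rate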
Target sequence (Q92560 whole entry, looked up): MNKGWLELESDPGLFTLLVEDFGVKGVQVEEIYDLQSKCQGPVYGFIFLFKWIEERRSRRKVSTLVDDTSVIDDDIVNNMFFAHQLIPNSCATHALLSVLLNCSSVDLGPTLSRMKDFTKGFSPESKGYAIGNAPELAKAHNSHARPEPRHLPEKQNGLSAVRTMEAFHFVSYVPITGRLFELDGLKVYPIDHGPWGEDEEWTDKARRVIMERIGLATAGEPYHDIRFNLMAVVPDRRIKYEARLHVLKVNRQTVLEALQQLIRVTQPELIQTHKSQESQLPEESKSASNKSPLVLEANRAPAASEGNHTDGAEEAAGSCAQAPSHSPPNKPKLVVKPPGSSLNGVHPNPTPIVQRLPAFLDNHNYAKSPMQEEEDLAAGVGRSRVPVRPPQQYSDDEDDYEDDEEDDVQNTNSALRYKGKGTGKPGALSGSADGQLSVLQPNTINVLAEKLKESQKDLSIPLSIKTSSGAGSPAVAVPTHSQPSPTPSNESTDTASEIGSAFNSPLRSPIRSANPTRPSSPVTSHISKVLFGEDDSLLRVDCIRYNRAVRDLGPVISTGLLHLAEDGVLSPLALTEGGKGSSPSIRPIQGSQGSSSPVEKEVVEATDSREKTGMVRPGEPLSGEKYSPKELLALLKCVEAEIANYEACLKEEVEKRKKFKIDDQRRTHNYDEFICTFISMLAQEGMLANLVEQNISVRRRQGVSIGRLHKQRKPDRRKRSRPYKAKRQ
Active calls of the source: *; / = no result given; & = joins results of further samples.

Order of results – HePTP inhibitor	BAP1 inh
> Cc1cc(NS(=O)(=O)c2ccc(NC(=O)C(C)C)cc2)nc(C)n1
 : 5	/
> O=C(O)C1CSC(c2ccc(Cl)c([N+](=O)[O-])c2)N1 (configuration not stated)
 : 0	/
> O=C(Nc1cccc(C(=O)Nc2cccc(Cl)c2)c1)c1ccc([N+](=O)[O-])cc1
 : 5	/
> COc1cccc(C2=NOC(C(=O)Nc3cccc(C(C)=O)c3)C2)c1 (configuration not stated)
 : 4	88
> O=C(CSCc1ccc(F)cc1)NC1CCCC1
 : 11	121
> COc1cc2c(cc1OC)C1=C(C#N)CN(CC(=O)O)CN1CC2
 : 4	86
> CCN=C(NCC)SC1CC(=O)N(c2cccc(OC)c2)C1=O (configuration not stated)
 : 4&6	98
> COC(=O)CSC1=NC(=O)/C(=C/c2cccc(OC)c2)S1
 : -7	/
> O=C1CN(C(=O)CCN2CCOCC2)C(c2ccccc2)c2cc(Br)ccc2N1 (configuration not stated)
 : 3	101
> CC1(C)CC(=O)C2=C(C1)OC1=C(C(=O)CC(C)(C)C1)C2c1ccc(-c2ccc([N+](=O)[O-])cc2Cl)o1
 : 1	/
> O=C(/C=C/c1cccc(C(F)(F)F)c1)Nc1cccc2ncccc12
 : 10	/
> Clc1cc(NCc2cccs2)ccc1N1CCOCC1
 : -5	93
> Cc1ccc(C(=O)c2cccc(NC(=O)/C=C/c3ccco3)c2)cc1C
 : 4	/
> Cc1ccc(-c2noc(-c3ccccc3C(=O)N3CCCC3)n2)cc1
 : -11	90
> O=[N+]([O-])c1ccc(C=Nc2ccc(Cl)cc2)o1
 : 1	/
> CSc1nc2ccc(S(=O)(=O)N3CCOCC3)cc2s1
 : 10	148
> COc1ccc(-n2c(C)nc(=O)c(-c3ccccc3)c2C)cc1
 : 11	/
> COc1ccc(CCNC(=O)C2CCN(c3nn4c(=O)cc(C)nc4s3)CC2)cc1OC
 : 0	92
> COc1cc(C(=S)N2CCOCC2)ccc1OCc1ccccc1
 : 9	/
> COc1ccc(S(=O)(=O)NNC(=O)c2ccc(F)cc2)cc1
 : 0	/
> O=C(COc1ccc(Br)cc1CO)Nc1ccc(F)cc1
 : 4	118
> CCOC(=O)COc1ccc(/C=C2\C(=O)NN(c3ccc(Cl)c(Cl)c3)C2=O)cc1OC
 : 6	/
> Cn1c(=O)[nH]c2nc(-c3ccccc3)[nH]c2c1=O
 : -15	/
> CCCS(=O)(=O)N1CCCC(C(=O)NCCCOC(C)C)C1 (configuration not stated)
 : 0	96
> CCOC(=O)C1CCCN(Cc2nc(N)nc(Nc3ccc(OC)cc3)n2)C1 (configuration not stated)
 : 12	103
> CCOc1ccc(C(=O)Nc2ccc(OC)c(OC)c2)cc1[N+](=O)[O-]
 : 5	/
> COC(=O)c1ccc(NC(=O)c2cccc([N+](=O)[O-])c2)cc1
 : /	61
> Cc1ccc(S(=O)(=O)N2CCC(Cc3ccccc3)CC2)cc1C
 : 4	/
> CCNC(=O)CSc1nc2cc(OC)c(OC)cc2c(=O)n1CCC1=CCCCC1
 : 5	130
> O=C(Nc1ccc(Br)cc1)C1CCCN1S(=O)(=O)c1cccs1 (configuration not stated)
 : 5	108
> CS(=O)(=O)N(Cc1ccc(C(=O)Nc2cccc(C(F)(F)F)c2)cc1)c1ccccc1
 : 8	/
> CCOC(=O)Cn1c(=O)oc2cc(S(=O)(=O)Nc3ccc(N(CC)CC)cc3C)ccc21
 : -3	83
> O=C(NCc1cccnc1)c1ccc(Cl)c(Cl)c1
 : 19	100
> CCN(CC)c1ccc(N=Cc2c(O)n(C)c(=O)n(C)c2=O)cc1
 : 7	/
> COc1cccc(N2C(=O)/C(=C/c3ccc(C)o3)SC2=S)c1
 : -1	/
> O=C1NN(c2ccccc2)C(=O)C2C3C=CC(C4CC34)C12 (configuration not stated)
 : 2	/
> CCOc1ccc(C2CC(c3cccc(Cl)c3)n3nc(N)nc3N2)cc1 (configuration not stated)
 : -2	81
> CC(C)Oc1ccc(C2c3c(oc4ccccc4c3=O)C(=O)N2CCCN2CCOCC2)cc1 (configuration not stated)
 : 6	93
> Cc1ccc(-c2nc3ncccc3o2)cc1NC(=O)C(C)C
 : 2	/
> C=CCNC(=O)C(=O)NCCCOC
 : -19	/
> Cc1nn(Cc2cccc(Cl)c2)c(N)c1-c1ccccc1
 : 5	/
> O=C(NCC1CC1)C1CCCN(S(=O)(=O)c2ccc(-n3cnnn3)cc2)C1 (configuration not stated)
 : 3	101
> Fc1cccc(Cl)c1-c1nnc2ccc(N3CCOCC3)nn12
 : 5	135
> C=CCSc1nnc(NC(=O)CSc2nnc(C)s2)s1
 : 6	88
> CC1(C)CC(=O)C2=C(C1)NC1=C(C(=O)CC(C)(C)C1)C2c1ccc2c(c1)OCO2
 : 8	/
> Cc1cccc(-c2cc(C(=O)Nc3ccccc3C(N)=O)c3ccccc3n2)c1
 : -1	/
> CCSc1nnc([C@@H]2CCCN2C(=O)OC(C)(C)C)o1
 : 4	106
> O=S(=O)(c1ccc(Oc2ccccc2)cc1)N1CCCCCC1
 : 2	/
> Cc1ccc2oc3cc(NCCCN(C)C)c4c(=O)c5ccccc5c(=O)c4c3[nH]c2c1
 : -10	/
> CCOc1ccc(N(CC(=O)Nc2ccccc2Br)S(=O)(=O)c2ccc(SC)cc2)cc1
 : -10	/
> c1ccc(Nc2ncnc3c2oc2ccccc23)cc1
 : -2	164
> COc1ccc(C(=O)Nc2ccc(OC(F)(F)F)cc2)cc1Cl
 : 4	/
> CC(C)c1ccccc1NS(=O)(=O)c1ccc(Cl)cc1
 : 11	/
> O=C(O)CCCN1C(=O)/C(=C/c2ccccc2Cl)SC1=S
 : -8	/
> CCOC(=O)C1CCCN(CC(=O)/C=C2/N(C)c3ccccc3C2(C)C)C1 (configuration not stated)
 : -10	/
> O=C1CCCC2=C1C(c1ccccc1)CS2 (configuration not stated)
 : /	69
> CCOC(=O)c1ccc(NC(=O)N2CCN(CCc3ccccc3)CC2)cc1
 : 3	67
> Cc1ccc(C(=O)NNC(=O)COc2ccc(C(C)(C)C)cc2)cc1
 : 10	/
> O=C(O)CCCN1C(=O)/C(=C/c2cccc(Br)c2)SC1=S
 : -4	/
> COc1ccc(OC)c(N(CC(=O)Nc2cccc(Br)c2)S(C)(=O)=O)c1
 : 4	/

Going on with the list:
SMILES	HePTP inhibitor	BAP1 inh
CCn1c(=O)cc(SCC(=O)N2CCN(C3CCCCC3)CC2)c2ccccc21	4	104
Cc1ccnc(SCC(=O)N2c3ccccc3CCc3ccccc32)n1	4	/
O=S(=O)(c1ccc(Br)cc1)N1CCN(c2cc(-c3ccccc3)nc3ncnn23)CC1	9	/
CC(C)C(=O)Nc1ccc(O)c(-c2nc3ccccc3s2)c1	11	/
COc1ccc2c(c1OC)C(=O)OC2Nc1ccc(I)cc1 (configuration not stated)	0	/
NC(=O)CSCc1ccc(Br)cc1	9	62
O=C(CSc1nnnn1-c1ccc2c(c1)CCC2)Nc1ccc2c(c1)OCCO2	-11	55
O=C(N/N=C/c1ccc(OCc2ccccc2)cc1)c1cnccn1	-1	/
CCN=c1scc(C)n1/N=C/c1ccsc1	4	51
COc1cc(/C=C(\C#N)C(=O)c2ccccc2)cc(OC)c1OC	-18	/
Cc1nn(-c2ccccc2)c(C)c1C(=O)OCC(=O)Nc1ccc2c(c1)OCO2	11	/
COc1cccc(CCC(=O)O)c1OC	-2	114
COc1cc2c(cc1OC)-c1nnc(C)n1C(C)(C)C2	-1	86
COc1cccc(N2C(=O)CC(SCC(=O)Nc3ccc(Cl)cc3)C2=O)c1 (configuration not stated)	-20	/
CCOCCN(C=O)c1cccc(OC)c1	0	92
O=C(CSc1nc2c(c(=O)n1-c1ccc(Cl)cc1)SCC2)Nc1nccs1	6	/
COCCCNCCOCCOc1c(OC)cccc1OC	11	102
Cc1cc(N2CCOCC2)c2c(N)c(C)cc(C)c2n1	6	74
Cc1nc(CNS(=O)(=O)c2cccc(F)c2)cs1	12	105
COc1cc(C2c3c(oc4ccccc4c3=O)C(=O)N2Cc2cccnc2)cc(OC)c1OC (configuration not stated)	2	84

Filtered by structure: the compounds so far containing a tert-butyl group.
SMILES	HePTP inhibitor	BAP1 inh
CCSc1nnc([C@@H]2CCCN2C(=O)OC(C)(C)C)o1	4	106
Cc1ccc(C(=O)NNC(=O)COc2ccc(C(C)(C)C)cc2)cc1	10	/

Further structures.
SMILES	HePTP inhibitor	BAP1 inh
O=C(Nc1ccc(Cl)c(NC(=O)c2ccc(Cl)cc2Cl)c1)c1cccs1	0	/
Brc1ccccc1-c1nc(-c2ccccc2)no1	2	100
CC(C)(Oc1ccc(Cl)cc1)C(=O)Nc1cccnc1	-7	89
O=C1CC(N2CCOCC2)C(=O)N1CCc1ccccc1 (configuration not stated)	-5&8	130
CSCCOC(=O)COc1ccc(/C=N/NC(=O)c2ccc(CN3CCOCC3)cc2)cc1	-13	/
Cc1cccc(OCc2nc(C#N)c(N3CC(C)CC(C)C3)o2)c1 (configuration not stated)	3	75
O=C1CCCC2=C1C(c1ccc(O)cc1)Nc1ccc(C(=O)c3ccccc3)cc1N2 (configuration not stated)	9	/
N#Cc1sc2nc(-c3ccccc3)cc(-c3ccco3)c2c1N	-6	67
COc1cc(/C=C2/SC(=S)N(c3c(C)n(C)n(-c4ccccc4)c3=O)C2=O)c([N+](=O)[O-])cc1OC	3	/
O=C1C(Cl)=CC(=NS(=O)(=O)c2ccccc2)C=C1Br	42	/
c1ccc(C2=Nc3cccc4cccc(c34)N2)cc1	-2	/
CC(C)Nc1nc(-c2ccccc2Cl)nc2ccccc12	3	/
Cc1ccc2nc(NC(=O)c3ccc(Cl)s3)sc2c1	12	69
N#CC1C(=S)N=C2CCCCC2=C1c1cccs1 (configuration not stated)	9	/
O=C1C(=Cc2ccc(-c3ccc(Cl)c([N+](=O)[O-])c3)o2)C(=O)c2ccccc21	5	/
O=C(O)CCCCCNCc1ccncc1	4	80
Cc1ccc(OCc2nnc(NC(=O)Nc3cccc(Cl)c3)s2)c(C)c1	-11	/
CC(C)c1ccc(C(=O)Nc2ccc(N3CCOCC3)cc2)cc1	6	/
O=C(CSc1nc2ccccc2s1)Nn1cnnc1	2	78
CCOc1ccccc1C(=O)Nc1nncs1	10	94

Whole records, looked up by structure. Order of screens: HePTP inhibitor	BAP1 inh
`COc1cc(/C=C2/SC(=S)N(c3c(C)n(C)n(-c4ccccc4)c3=O)C2=O)c([N+](=O)[O-])cc1OC` reads 3	/
`c1ccc(C2=Nc3cccc4cccc(c34)N2)cc1` reads -2	/

The results go on.
SMILES	HePTP inhibitor	BAP1 inh
Cc1ccccc1/C=C1\C(=O)NC(=O)N(c2ccc(Br)cc2)C1=O	3	/
CC1=C(C(N)=O)C(c2ccccn2)n2nc(SCc3ccccc3)nc2N1 (configuration not stated)	-14	89
Cc1ccc(C(C)C)c(OCc2nnc(SCC(=O)Nc3ncc(C)s3)n2C)c1	5	65
CC1Cc2ccccc2N1C(=O)CSc1nnc(Cn2nnc3ccccc32)n1C (configuration not stated)	-4	99
CC(=O)NC(CCS(C)(=O)=O)C(=O)Nc1ccc(F)cc1Cl (configuration not stated)	5	106
COC(=O)C1=C(C)N(C)C(C)=C(C(=O)OC)C1c1cccc(Cl)c1Cl	3	/
CNC(=O)c1ccc(CN2CCN(Cc3ccccc3)CC2)cc1	-12	/
O=C(Cn1cnc2c(nnn2Cc2ccc(Cl)cc2)c1=O)NCC1CCCO1 (configuration not stated)	-8	108
COc1ccccc1-n1c(C)nnc1SCC(=O)Nc1cc(C)cc(C)c1	7	107
CCOC(=O)Oc1ccc2c(=O)c(-c3ccccc3OC)coc2c1	-16	/
COc1ccc(C2C(C(=O)OC(C)C)=C(C)N=c3s/c(=C\c4ccc5c(c4)OCO5)c(=O)n32)cc1 (configuration not stated)	4	/
CCN(CC)CC(=O)Nc1c(C)cc(C(C)(C)C)cc1C	2	108
COc1ccc(-c2csc(Nc3ccccc3OC)n2)cc1	-6	/
COc1ccc(-c2nnc(SCC(=O)Nc3cc(F)ccc3C)o2)cc1	11	92
CC(C)CCc1c(O)nc(SCCN2CCOCC2)n(-c2ccccc2)c1=O	-9	/
Cc1ccc(N2CC(C(=O)Nc3ccc4c(c3)OCO4)CC2=O)cc1 (configuration not stated)	-1	121
O=C(Cc1cccs1)Nc1ccc(NC(=O)c2ccco2)cc1	6	130
CC1(C)CC(=O)c2cc(C(=O)N3CCCC(C)(C)C3)c(=O)n(-c3ccccc3)c2C1	5	94
O=C(CSc1cccc[n+]1[O-])c1cc2ccccc2o1	-4	89
C/C(=N\N1C(=O)CN(Cc2ccccc2)C1c1ccc(Br)cc1)c1ccccc1 (configuration not stated)	-14	/

Some of these compounds in order of the BAP1 inh value, highest first:
SMILES	HePTP inhibitor	BAP1 inh
O=C(Cn1cnc2c(nnn2Cc2ccc(Cl)cc2)c1=O)NCC1CCCO1 (configuration not stated)	-8	108
CC(=O)NC(CCS(C)(=O)=O)C(=O)Nc1ccc(F)cc1Cl (configuration not stated)	5	106
CC1(C)CC(=O)c2cc(C(=O)N3CCCC(C)(C)C3)c(=O)n(-c3ccccc3)c2C1	5	94

Arranged by length of the SMILES (lowest first): part of the list above.
SMILES	HePTP inhibitor	BAP1 inh
CCN(CC)c1ccc(N=Cc2c(O)n(C)c(=O)n(C)c2=O)cc1	7	/
CCOc1ccc(C(=O)Nc2ccc(OC)c(OC)c2)cc1[N+](=O)[O-]	5	/
O=C1CCCC2=C1C(c1ccc(O)cc1)Nc1ccc(C(=O)c3ccccc3)cc1N2 (configuration not stated)	9	/

(list continues)
SMILES	HePTP inhibitor	BAP1 inh
CCOc1ccccc1NC(=O)N1CCC(NC(=O)c2cccc(C)c2)CC1	14	103
CCOC(=O)c1c(NC(NC(=O)c2ccco2)C(=O)c2ccccc2)sc2c1CCCC2 (configuration not stated)	0	/
O=C(NC1CCCCC1)n1c(=O)oc2ccc(Cl)cc21	4	113
COC(=O)C1=C(C)NC2=C(C(=O)CCC2)C1c1cc(Cl)c(O)c(OC)c1 (configuration not stated)	/	91
CC(N=Cc1cccc([N+](=O)[O-])c1)C1COc2ccccc2O1 (configuration not stated)	10	/
CN1CCN(CC(=O)N2c3ccccc3C(C)(c3ccccc3)CC2(C)C)CC1 (configuration not stated)	-2&-6	95
Cc1cc(=O)oc(C)c1C(=O)Nc1cccc2nonc12	6	68
